uPA surface inh: cell surface uPA generation inhibition; AID 540303; cell surface uPA generation assay, qHTS; Potency, µM (highest dose often 38.3 µM), for the others: at the top dose activity change, negative = inhibition, most hits filed as inhibitors; 0.31% of 330,000 active; active means well fitted inhibition curve with a large enough effect; inconclusive means small, poorly fitted or top-dose-only effect; inactive means no such curve, though single readings can be large or run the other way; tested in mouse RAW 264.7 cells; further: potency means the concentration at half of the fitted maximal effect; nearly all actives have a fitted effect of over 55% in size
PKM2 activator: activators of human pyruvate kinase M2; P14618; purified PKM2, Kinase-Glo ATP luminescence, activation; response scale: 0% is enzyme alone, no compound; Potency, µM (series often up to 57.5 µM), inactives show top-dose activation, actives largely listed as activators; 0.34% of 260,000 active; AID 1631; further: potency means the concentration at half of the fitted maximal effect; nearly all actives have a fitted effect of over 55% in size
Target sequence (P14618 whole entry, looked up): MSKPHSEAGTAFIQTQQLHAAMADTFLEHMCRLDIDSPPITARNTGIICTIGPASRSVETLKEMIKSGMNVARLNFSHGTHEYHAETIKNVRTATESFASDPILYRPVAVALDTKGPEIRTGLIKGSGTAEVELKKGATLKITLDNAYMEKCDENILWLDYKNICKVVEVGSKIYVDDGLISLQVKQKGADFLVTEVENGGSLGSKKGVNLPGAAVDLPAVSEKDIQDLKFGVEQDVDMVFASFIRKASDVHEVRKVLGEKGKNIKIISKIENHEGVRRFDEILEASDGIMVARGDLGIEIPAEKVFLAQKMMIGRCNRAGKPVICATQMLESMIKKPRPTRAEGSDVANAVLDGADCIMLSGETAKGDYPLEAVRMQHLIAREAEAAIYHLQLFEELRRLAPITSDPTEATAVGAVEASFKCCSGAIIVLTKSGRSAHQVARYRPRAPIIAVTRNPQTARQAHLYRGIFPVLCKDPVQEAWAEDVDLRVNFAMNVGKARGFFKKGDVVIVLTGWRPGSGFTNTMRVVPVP
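ATP formation by purified human PK-M2, quantified via coupled luciferase luminescence after 1 h at room temperature with 0.1 mM ADP and 0.5 mM PEP final.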
Eya2 inh: inhibitors of human Eya2 phosphatase activity; recombinant Eya2, OMFP fluorescence dephosphorylation (OMFP is methylfluorescein phosphate); Potency, µM (titrated, usually from 76.9 µM), for the others: at the highest dose activity, negative = inhibition, usual class: inhibitors; 0.006% of 330,000 active; further: potency means the concentration at half of the fitted maximal effect
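Eya2 protein (added as 0.2 uM solution) was preincubated with compound for 10 min at ambient temperature in 50 mM HEPES pH 7.5, 50 mM NaCl, 5 uM MgCl2, 0.05% BSA, 1 mM DTT. OMFP (added at 50 uM) then reacted 10 min; fluorescence read at 485/525 nm.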
KCNH2 3.1 block: inhibitors of human KCNH2 3.1 potassium channel isoform; activity change, % (tested at about 1.8 µM); 0.95% of 340,000 active; U2OS KCNH2 3.1, thallium flux FluxOr; hits give low values;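 active means maximum activity change below -70%; inconclusive means maximum activity change from -70% to -50%; inactive means maximum activity change above -50%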;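 further: thallium influx rate constant from kinetic fluorescence after stimulation buffer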
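U2OS cells transduced with KCNH2 3.1 mutant virus (1.77 x 10^8 /mL, 4 h), plated overnight at 37 C, loaded 45 min with FluxOr dye plus Red40 quencher. Thallium flux rate constant from kinetic reads after stimulation buffer, normalised to controls.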
BCR signal inh: chronic active BCR signaling inhibition | 0.05% of 340,000 active | ABC-DLBCL IkBa-CBG/CBR reporter, luminescence ratio, 4 h | Potency, µM (top dose mostly 46.1 µM), for inactives: top-dose ratio change, negative = lower green/red ratio, usual class: inhibitors; active means well fitted inhibition curve with a large enough effect in the signal ratio, with a control signal flat, not every such curve was filed as active; inconclusive means small, poorly fitted or top-dose-only effect, or effect the other way, or a change in a side signal; the % refers to the signal ratio;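 further: potency means the concentration at half of the fitted maximal effect; plate controls were basal doxycycline-induced cells for no effect and cells given 10 µM MG132 for full effect; MG132 reads +100%, hits lower the ratio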
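TMD8 ABC-DLBCL cells carrying doxycycline-inducible green luciferase fused to IkappaBalpha plus unfused red luciferase were exposed to compounds (up to 46 uM) for 4 hrs at 37C. Activity came from the overlap-corrected green/red luminescence ratio.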
USP2a inh: blocks human ubiquitin-specific protease USP2a. Potency, µM (titrated, usually from 38.3 µM), for inactives: at the highest dose activity change, negative = inhibition, most hits filed as inhibitors. USP2 core, Ub-CHOP2 coupled fluorogenic reporter, 485/531. 0.01% of 330,000 active;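 further: potency means the concentration at half of the fitted maximal effect; plate controls were DMSO wells for no effect and full inhibition by NEM control for full effect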
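Cell-free coupled assay: 10nM USP2 core preincubated 30min RT with compound in Tris-HCl pH 8.0/CaCl2/CHAPS buffer, then 25nM Ub-CHOP2 and 25nM reporter substrate; fluorescence (Ex 485/Em 531) read after 60min RT, normalized to NEM inhibition, concentration-response curves fitted.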
Coupling enz: counter-screen for Giardia aldolase inhibitors: coupling enzyme system. 0.67% of 290,000 active. coupling enzyme system counterscreen, AmpLite Red fluorescence. activity change, negative = inhibition, % at 58.2 µM, hits read low; in the data active means activity change below about -30%
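Fluorescence at 525 nm excitation and 598 nm emission measured inhibition of the coupled detection system without aldolase. Compounds (at 57.5 uM final) were preincubated 10 min at room temperature with coupling enzyme reagent before a 20 min substrate/AmpLite Red step.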
hERG WT inh: inhibitors of human wildtype KCNH2 potassium channel; Q12809; U2OS, BacMam KCNH2, thallium flux FluxOr; hits give low values; activity change, % at 1.84 µM; 0.37% of 340,000 active;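 active means maximum activity change below -70%; inconclusive means maximum activity change between -70% and -50%; inactive means maximum activity change above -50%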
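U2OS cells were transduced with wild-type KCNH2 virus (2.03 x 10^8 / mL) for 4 h at room temperature, then cultured overnight at 37 C. Thallium flux was read with FluxOr dye. Rate constants were normalized to DMSO controls.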
B2AR arrestin: beta2AR (human) beta-arrestin recruitment activity. P07550. beta-arrestin recruitment to beta2AR, cell-based reporter. Potency, µM (titrated, usually from 46.1 µM), for inactives: at the top dose activation, actives largely listed as activators. 0.02% of 330,000 active;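 further: potency means the concentration at half of the fitted maximal effect; 0% = DMSO controls and full agonism = EC100 isoproterenol or metaproterenol; nearly all actives have a fitted effect of over 65% in size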
Giardia killer: Giardia lamblia killing. 0.15% of 340,000 active. activity change, % at 7.66 µM, hits read low. Giardia lamblia trophozoite viability; in the data active means activity change below about -80%; inconclusive means between about -30% and that limit;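 further: parasites exposed to compound for two days anaerobically before the ATP read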
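ATP-content bioluminescence gauges trophozoite survival. Cells (100/well) receive compound and incubate anaerobically for 48 hrs at 37 deg C; detection reagent follows for 15-30 min at room temperature.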
GALK inh: inhibitors of human galactokinase; Potency, µM (doses to about 57.5 µM), for the others: top-dose activity change, negative = inhibition, actives largely listed as inhibitors; P51570; Purified GALK, Kinase-Glo residual ATP luminescence; 0.007% of 270,000 active; further: potency means the concentration at half of the fitted maximal effect
Target sequence (P51570 whole entry, looked up): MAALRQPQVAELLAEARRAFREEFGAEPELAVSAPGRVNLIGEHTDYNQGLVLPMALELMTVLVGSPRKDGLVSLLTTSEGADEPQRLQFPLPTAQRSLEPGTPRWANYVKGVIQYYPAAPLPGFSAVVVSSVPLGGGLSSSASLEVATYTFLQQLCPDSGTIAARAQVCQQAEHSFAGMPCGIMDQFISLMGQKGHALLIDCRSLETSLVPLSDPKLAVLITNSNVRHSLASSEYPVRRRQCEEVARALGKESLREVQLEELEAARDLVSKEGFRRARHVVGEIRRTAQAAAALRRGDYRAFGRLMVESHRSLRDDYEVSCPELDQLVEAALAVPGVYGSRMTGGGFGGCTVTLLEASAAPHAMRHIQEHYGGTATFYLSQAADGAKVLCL
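The enzyme phosphorylates galactose (100 uM) using ATP (35 uM); inhibition is detected as higher residual ATP, quantified by bioluminescence after 1 h reaction at room temperature, pH 8.0.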
The depositor's hits bear a star; ? = inconclusive; . = not tested or not shown. Unless noted, the call rests on the fitted dose curve; in most records, active means well fitted curve in the direction sought with a large enough effect; inconclusive means small, poorly fitted or top-dose-only effect, or another doubt; inactive means no such curve, though single readings can be large; an effect the other way counts as inactive or inconclusive. Unless noted, on the % scale 0 is the no-effect control and ±100 the full control effect.

(1) O=C(CN1CCN(c2ccc(F)cc2)CC1)NCc1cccs1
(2) COC(=O)CNC(=O)C(Cc1c[nH]c2ccccc12)NC(=O)OC(C)(C)C (configuration not stated)
(3) COc1cc(C2Nc3cccc4cccc(c34)N2)cc(OC)c1O
(4) Cc1cn([C@H]2C[C@H](O)[C@@H](CCC(=O)NCCN3CCCCC3)O2)c(=O)[nH]c1=O
(5) O=C(COC(=O)c1cc(=O)c2ccccc2o1)NCc1ccccc1
(6) Cc1onc(-c2ccccc2)c1C(=O)NC1CCC(C)CC1 (configuration not stated)
(7) CCC(C(=O)NC(CC(=O)O)c1ccc(Cl)cc1)c1ccccc1 (configuration not stated)
(8) Cc1csc2c(N3CCN(C(=O)Nc4ccccc4)CC3)ncnc12

assay / entry	1	2	3	4	5	6	7	8
uPA surface inh	-1%	11%	14%	-2%	2%	-13%	-1%	-3%
PKM2 activator	-4%	-1%	-15%	.	.	.	.	-4%
Eya2 inh	12%	6%	-14%	9%	28%	5%	-15%	-2%
KCNH2 3.1 block	14	2	16	11	-1	0	-8	4
BCR signal inh	-1%	0%	8%	2%	?	15%	0%	?
USP2a inh	5%	0%	?	3%	0%	3%	1%	-1%
Coupling enz	1	-2	-25	.	.	.	4	0
hERG WT inh	-2	1	-3	-19	-7	-17	-7	9
B2AR arrestin	0.4%	-0.6%	0.2%	-1.1%	-0.5%	0.1%	-0.5%	-0.5%
Giardia killer	-1	16	-3	20	-4	-3	-11	-3
GALK inh	0%	12%	-3%	.	.	.	2%	.

(9) COc1ccc(N2CCN(C(CNC(=O)OCc3ccccc3)c3ccco3)CC2)cc1 (configuration not stated)
(10) O=C(CSc1nnc(-c2ccc(O)cc2)n1Cc1ccco1)c1cccs1
(11) C=CCSc1nnc2c(n1)OC(c1ccccn1)N(C(C)=O)c1ccccc1-2 (configuration not stated)
(12) CCn1c(SCC(=O)Nc2ccc3c(c2)OCCO3)nnc1-c1ccco1
(13) Cc1ccc(SCCCn2cncn2)cc1
(14) COc1ccc(N(CN2C(=O)C3CCCCC3C2=O)C(=O)c2ccco2)cc1 (configuration not stated)
(15) Cc1ccccc1CSc1nc2[nH]ncc2c(=O)[nH]1
(16) Cc1ccc(C2(C)NC(=O)N(CC(=O)NNC(=O)c3ccccc3F)C2=O)cc1 (configuration not stated)

assay / entry	9	10	11	12	13	14	15	16
uPA surface inh	-14%	.	2%	-6%	3%	3%	6%	-3%
PKM2 activator	-1%	-1%	4%	1%	1%	-6%	1%	.
Eya2 inh	-3%	-28%	-1%	4%	18%	5%	9%	3%
KCNH2 3.1 block	-12	11	.	2	2	12	-7	-7
BCR signal inh	-7%	10%	8%	-1%	0%	2%	-18%	?
USP2a inh	3%	2%	9%	2%	0%	4%	0%	0%
Coupling enz	1	0	2	-11	1	3	0	.
hERG WT inh	3	-5	-5	7	-8	2	.	-16
B2AR arrestin	-0.3%	-0.8%	-0.2%	0.0%	-0.7%	0.0%	0.2%	0.1%
Giardia killer	-8	-9	-3	-2	-7	9	-1	-1
GALK inh	2%	-4%	2%	0%	-1%	5%	1%	.

Results in sequence from above:
Coupling enz for entries 10–15, in order: 0, 2, -11, 1, 3, 0
KCNH2 3.1 block for entries 10–15, in order: 11, ., 2, 2, 12, -7

Continued:
(17) COc1cc(C(=O)NC(CCSC)C(=O)OCc2cc([N+](=O)[O-])cc3c2OCOC3)cc(OC)c1OC (configuration not stated)
(18) O=C(CCl)Nc1c(C(=O)Nc2ccc3c(c2)OCCO3)oc2ccccc12
(19) COc1cc(OC)cc(C(=O)N2CCC(C(=O)c3ccc(F)cc3)CC2)c1
(20) CCc1cc(=O)oc2cc(OCC(=O)N3CCC(C(=O)O)CC3)ccc12
(21) COc1ccc(N2CCN(C(c3cc4ccc(C)cc4[nH]c3=O)c3nnnn3C3CCCC3)CC2)cc1 (configuration not stated)
(22) O=Cc1nc(-c2ccccc2Cl)n2ccccc12
(23) C=C(C)CNC(=S)/N=c1\scc(C)n1CC
(24) CC1CN(S(=O)(=O)c2cccc(C(=O)NN3CCN(C)CC3)c2)CC(C)O1 (configuration not stated)

assay / entry	17	18	19	20	21	22	23	24
uPA surface inh	1%	-18%	0%	-5%	.	-7%	-7%	5%
PKM2 activator	1%	-3%	-1%	5%	0%	-8%	3%	-1%
Eya2 inh	-10%	4%	-4%	8%	12%	-20%	-19%	9%
KCNH2 3.1 block	10	6	0	0	-10	-2	-9	-38
BCR signal inh	-27%	?	0%	?	-3%	-14%	8%	-6%
USP2a inh	0%	4%	-1%	-1%	-1%	1%	2%	5%
Coupling enz	-3	.	0	-73*	-5	-1	2	0
hERG WT inh	-8	10	-1	5	-3	-17	6	-27
B2AR arrestin	-0.4%	0.0%	-0.2%	0.1%	-0.4%	0.0%	0.4%	-0.1%
Giardia killer	-17	16	21	4	-9	-10	10	2
GALK inh	1%	-9%	-2%	.	-5%	0%	-4%	1%

(25) O=C(Cc1cccs1)NCc1cccc(CNC(=O)Cc2cccs2)c1
(26) COc1ccc2cc(Br)ccc2c1CC(=O)NC(C)C
(27) Cc1ccccc1NC(=O)COC(=O)/C=C/c1cn(-c2ccccc2)nc1-c1cccnc1
(28) COc1ccc(CCNC(=O)c2ccc(=O)[nH]n2)cc1OC
(29) CCN(CC)C(=O)Cc1cn(C)c2ccccc12
(30) Nc1ncnc(NNC(=O)CNC(=O)c2c(F)cccc2Cl)c1[N+](=O)[O-]
(31) OCCC1CN(Cc2ccn[nH]2)CCN1Cc1ccc(F)c(F)c1 (configuration not stated)
(32) CC1CCCC(C)N1C(=O)COc1ccc(-c2nnco2)cc1 (configuration not stated)

assay / entry	25	26	27	28	29	30	31	32
uPA surface inh	17%	1%	-3%	0%	18%	6%	6%	-3%
PKM2 activator	?	0%	-10%	-3%	-3%	-7%	-29%	-4%
Eya2 inh	?	2%	4%	19%	11%	-5%	2%	-12%
KCNH2 3.1 block	8	15	-20	-6	-15	2	2	8
BCR signal inh	0%	4%	0%	-1%	?	0%	-14%	-2%
USP2a inh	0%	1%	3%	1%	0%	1%	5%	0%
Coupling enz	-1	2	0	4	4	-1	2	2
hERG WT inh	3	-10	18	-2	-8	-1	-1	-10
B2AR arrestin	0.0%	-0.2%	-0.7%	-0.1%	0.6%	-0.2%	0.2%	-1.1%
Giardia killer	7	-11	-8	14	5	20	8	14
GALK inh	4%	-1%	3%	5%	6%	1%	1%	-1%

Profiles, quoted from the list. Values in the order: uPA surface inh | PKM2 activator | Eya2 inh | KCNH2 3.1 block | BCR signal inh | USP2a inh | Coupling enz | hERG WT inh | B2AR arrestin | Giardia killer | GALK inh
COc1ccc(CCNC(=O)c2ccc(=O)[nH]n2)cc1OC as listed: 0% | -3% | 19% | -6 | -1% | 1% | 4 | -2 | -0.1% | 14 | 5%
O=C(Cc1cccs1)NCc1cccc(CNC(=O)Cc2cccs2)c1 as listed: 17% | ? | ? | 8 | 0% | 0% | -1 | 3 | 0.0% | 7 | 4%

The main list resumes; the two compounds before the break are reprinted first.
(31) OCCC1CN(Cc2ccn[nH]2)CCN1Cc1ccc(F)c(F)c1 (configuration not stated)
(32) CC1CCCC(C)N1C(=O)COc1ccc(-c2nnco2)cc1 (configuration not stated)
(33) Cc1c(CN2CCc3c([nH]c4ccccc34)C2CC(C)C)cnn1C (configuration not stated)
(34) Cc1ccc(CSc2nc3c(cc2C#N)CCC3)cc1
(35) C=CCNC(=O)COC(=O)COc1ccc(Cl)cc1C
(36) COc1cc(CNn2c(C)n[nH]c2=S)cc(Br)c1OCC(=O)NC(C)(C)C
(37) CCOc1ccc(S(=O)(=O)Nc2ccccc2C(=O)N2CCOCC2)cc1
(38) O=C(CNC(=O)c1ccc(Cl)cc1)NNc1c(F)c(F)cc(F)c1F

assay / entry	31	32	33	34	35	36	37	38
uPA surface inh	6%	-3%	7%	1%	1%	18%	-1%	0%
PKM2 activator	-29%	-4%	0%	3%	9%	-5%	.	.
Eya2 inh	2%	-12%	-2%	12%	8%	12%	0%	-11%
KCNH2 3.1 block	2	8	-2	-9	4	5	-3	-4
BCR signal inh	-14%	-2%	-22%	-4%	-22%	?	-1%	-6%
USP2a inh	5%	0%	-2%	5%	5%	0%	2%	5%
Coupling enz	2	2	-1	1	4	-3	0	.
hERG WT inh	-1	-10	-9	-6	0	-6	-16	-3
B2AR arrestin	0.2%	-1.1%	-0.5%	6.0%	0.0%	-1.2%	-0.3%	-0.2%
Giardia killer	8	14	-16	-12	5	24	5	0
GALK inh	1%	-1%	1%	2%	0%	-3%	1%	.

Source: PubChem
